Neddylation inh – inhibitors of cullin neddylation, primary screen, biochemical, TR-FRET, uHTS, NAE and Ubc12; 360,000 compounds, 0.58% hits; AID 651699, 2012; calls only at 25 µM; in the data active = inhibition above about 36%
Target sequence (P61081 whole entry, looked up): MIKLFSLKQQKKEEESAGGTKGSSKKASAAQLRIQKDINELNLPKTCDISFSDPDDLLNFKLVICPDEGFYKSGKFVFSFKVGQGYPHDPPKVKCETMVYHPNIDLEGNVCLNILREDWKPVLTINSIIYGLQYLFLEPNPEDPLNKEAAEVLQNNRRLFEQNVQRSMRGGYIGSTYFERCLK
Target sequence (Q13564 whole entry, looked up): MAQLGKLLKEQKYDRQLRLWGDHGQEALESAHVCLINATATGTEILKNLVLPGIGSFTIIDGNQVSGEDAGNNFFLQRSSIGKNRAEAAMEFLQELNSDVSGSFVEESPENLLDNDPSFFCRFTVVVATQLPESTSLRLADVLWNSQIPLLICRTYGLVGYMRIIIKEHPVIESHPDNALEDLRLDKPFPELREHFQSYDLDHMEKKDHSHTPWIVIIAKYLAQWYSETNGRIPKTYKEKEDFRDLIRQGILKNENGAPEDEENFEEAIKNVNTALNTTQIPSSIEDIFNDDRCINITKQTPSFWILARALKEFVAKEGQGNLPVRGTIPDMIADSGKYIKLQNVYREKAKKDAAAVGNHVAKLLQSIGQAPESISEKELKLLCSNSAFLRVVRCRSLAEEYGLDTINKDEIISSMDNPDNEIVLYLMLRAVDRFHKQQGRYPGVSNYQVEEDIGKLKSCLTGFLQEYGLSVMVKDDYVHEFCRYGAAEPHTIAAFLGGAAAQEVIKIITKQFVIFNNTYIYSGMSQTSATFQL
SKN-1 inh – suppressors of acrylamide-induced Pgst-4::GFP reporter in worms, primary screen, SKN-1 inhibitor project, whole organism, uHTS, GFP/RFP fluorescence ratio, strain VP596. inhibition, % at 21.8 µM. C. elegans VP596 Pgst-4::GFP/RFP ratio, 24 h. AID 624304, 2012. 360,000 compounds, 0.49% hits;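 active = interference check ratio from 0.5 to 1.5 plus GFP to RFP signal ratio inhibition reaching or exceeding a fixed threshold, cut at about 30% in these data, passing the limit was not always enough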; also: some compounds called inactive have numbers as strong as hits
MT1-MMP act inh – blockers of MT1-MMP proenzyme processing, primary screen, HT1080 RFP-PRO-GFP cells, GFP/RFP fluorescence; GFP/RFP ratio fluorescence, overnight; percent of plate control window, DMSO zero; Matrix metalloproteinase-14 (Homo sapiens), P50281; 360,000 compounds, 0.061% hits; AID 651647, 2012; GFP/RFP ratio change, % at 20 µM;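 active = GFP/RFP ratio change of at least 30% with cell ATP level not reduced by more than half and red fluorescence within 50% of control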; also: strong numbers were not always called active
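Material: RFP-PRO-GFP reporter HT1080 cells. Dosing: single-point 20 µM compound, 1% DMSO. Controls: DMSO and RFP-L50D-GFP cell wells. Timing: cells overnight before dosing, compound overnight, 37 °C, 5% CO2. Measure: GFP/RFP fluorescence ratio.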
FAS TE block – FAS thioesterase domain inhibitors, primary screen, biochemical, fluorescence intensity, uHTS; recombinant FAS-TE, OMFH fluorogenic substrate, fluorescence endpoint; inhibition, % at 15 µM; 360,000 compounds, 0.67% hits;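 active = compounds whose normalised, plate-corrected inhibition of enzyme fluorescence in the single-dose primary screen is 50% or more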;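 also: 0% = DMSO with enzyme and 100% = substrate without enzyme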
Rpn11 block – Rpn11 (PSMD14) deubiquitinase inhibitors, primary screen, biochemical, fluorescence polarization, uHTS | 360,000 compounds, 0.59% hits | 26S proteasome non-ATPase regulatory subunit 14 (Homo sapiens), O00487 | AID 588493, 2011 | human 26S proteasome, Ub4-pepOG fluorescence polarization; 20S core pre-blocked with epoxomicin | calls only at 20 µM;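 active = inhibition at 20 µM, scaled to each plate's controls, above about 33%, limit read from the data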
Target sequence (O00487 whole entry, looked up): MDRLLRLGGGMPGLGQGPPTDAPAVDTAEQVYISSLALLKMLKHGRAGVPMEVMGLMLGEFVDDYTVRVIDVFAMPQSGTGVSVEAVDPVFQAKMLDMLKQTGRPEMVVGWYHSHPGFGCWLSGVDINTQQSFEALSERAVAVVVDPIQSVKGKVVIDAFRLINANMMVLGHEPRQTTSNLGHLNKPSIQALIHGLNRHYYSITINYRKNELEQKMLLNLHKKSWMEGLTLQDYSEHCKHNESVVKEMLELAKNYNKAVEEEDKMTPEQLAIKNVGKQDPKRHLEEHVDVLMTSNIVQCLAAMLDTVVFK
CSN deneddyl inh – inhibitors of CSN-mediated cullin deneddylation, primary screen, biochemical, fluorescence polarization, uHTS; COP9 signalosome complex subunit 5 (Homo sapiens), Q92905; Purified CSN, SCF-Nedd8-OG deneddylation; inhibition, % at 12.5 µM; 360,000 compounds, 0.38% hits; AID 651999, 2013;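 active = pattern-corrected inhibition above about 35%, with an unprinted fluorescence ratio check between 0.5 and 1.5, limit read from the data, passing the limit was not always enough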;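 also: 0% = enzyme with substrate and 100% = substrate without enzyme; some results filed as inactive read as strong as hits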
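test system = HEK293T-derived human Csn5 enzyme | amount = 0.24 nM Csn5 enzyme, final concentration | medium = Tris/NaCl/DTT buffer, pH 7.5 | schedule = 90 min reaction at room temperature | signal = FP | evaluation = inhibition of Csn5 cleavage, % | compound dosing = single dose of 12.5 µM compound with 0.25% DMSO | probe or stimulus = 10 nM SCFSkp2-Nedd8OG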
NadD inh – inhibitors of S. aureus NadD, primary screen, biochemical, colorimetric, uHTS. 360,000 compounds, 0.78% hits. purified NadD enzyme, colorimetric absorbance read-out. Nicotinate-nucleotide adenylyltransferase NadD (Staphylococcus aureus N315). inhibition, % at 20 µM. AID 602399, 2012; in the data active = inhibition above about 26%; also: some compounds past the cut are filed as inactive
Rin1-Abl PPI inh – inhibitors of Rin1-Abl protein binding, primary screen, biochemical, TR-FRET; Tyrosine-protein kinase ABL1 (Homo sapiens) + Ras and Rab interactor 1 (Homo sapiens), …; inhibition, % at 7.35 µM; 360,000 compounds, 0.4% hits; in the data active = inhibition above about 5%, passing the limit was not always enough
MLLE-PAM2 inh – inhibitors of PABP1 MLLE–PAM2 peptide binding, primary screen, biochemical, fluorescence polarization, FITC-PAM2, GST-MLLE | Polyadenylate-binding protein 1 (Homo sapiens), P11940 | AID 588489, 2011 | 360,000 compounds, 0.36% hits | inhibition, % at 20 µM; in the data active = inhibition above about 35%, passing the limit was not always enough;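 also: plate controls were DMSO wells with GST-MLLE for no effect and wells lacking GST-MLLE protein for full effect; some results filed as inactive read as strong as hits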
The depositor's hits bear a star; i = inactive; . = no result given.

smiles	Rin1-Abl PPI inh	NadD inh	Neddylation inh	SKN-1 inh	CSN deneddyl inh	MT1-MMP act inh	Rpn11 block	FAS TE block	MLLE-PAM2 inh
CC(=O)CCc1oc2c([N+](=O)[O-])cccc2c1-c1ccc(C)o1	-1.7	-5.1	i	-5.1	2.2	-5.1	i	18.3	8.7
O=[N+]([O-])c1cccc(S(=O)(=O)NCCCn2ccnc2)c1	0.2	3.1	i	15.9	-0.7	0.8	i	-0.4	-2.6
CCCCNC(=O)Cn1c(=O)oc2cc(S(=O)(=O)N3CC(C)CC(C)C3)ccc21 (stereo unspecified)	-0.5	-7.9	i	-9.3	1.9	9.6	i	-0.6	1.4
C=CC[C@@H](CC(=O)N(CCO)Cc1ccccc1)C(=O)NCCOC(=O)[C@H](CC=C)CC(=O)OC(C)(C)C	0.2	-4.8	i	-1.6	-1.6	-0.6	i	-12.0	7.0
O=C(NCc1ccccn1)C(=O)N/N=C/c1ccccc1O	-2.4	-1.6	i	-3.6	0.9	1.4	i	-4.1	6.6
CCOc1ccc(NC(=O)CCNC(=O)Cn2cnc3ccccc3c2=O)cc1	1.6	-1.2	i	-1.1	0.2	0.7	i	-4.8	0.8
CC(C)(C)OC(=O)N1CCC(C(=O)Nc2cccc(C(=O)N3CCOCC3)c2)CC1	-0.3	-1.9	i	-9.1	3.7	-1.4	i	-9.4	11.0
CCOC(=O)CN(Cc1sccc1C)C(=O)Nc1ccc(OCC)cc1	1.4	1.1	i	-1.2	2.4	2.6	i	-11.5	-7.2
CC(=O)Nc1cccc(NS(=O)(=O)Cc2ccc(Cl)cc2)c1	3.1	0.8	i	9.3	-1.6	5.6	i	-6.1	-4.8
COc1ccc(C(=O)CC(C(=O)O)c2ccc(OC)c(OC)c2)cc1OC (stereo unspecified)	0.5	1.2	i	0.0	-0.1	0.6	i	-7.4	-6.9
O=C(O)CC1S/C(=N/N=C/c2ccc(Br)cc2)N(c2ccccc2)C1=O (stereo unspecified)	-1.6	4.4	i	11.3	3.5	1.9	i	-3.6	-0.1
Cc1ccc2nc(NC(=O)C3CSC4(C)CCC(=O)N34)sc2c1 (stereo unspecified)	0.0	0.8	i	6.3	2.3	-4.9	i	-2.0	-18.5
Cc1c(NC(=S)NC(=O)COc2ccccc2)c(=O)n(-c2ccccc2)n1C	-1.4	-2.6	i	5.8	-3.4	6.6	i	-14.1	-6.3
CCC(Sc1nc(N)cc(N)n1)C(=O)O (stereo unspecified)	-2.2	1.2	i	1.5	-0.6	2.5	i	0.0	-1.9
Cc1cc(C(=O)OCC(=O)NCCc2ccc(S(N)(=O)=O)cc2)c2ccccc2n1	-3.3	-2.5	i	7.1	-5.0	-2.8	i	-9.0	3.1
Fc1cccc(-c2ncc(-c3ccccc3)o2)c1	1.3	-6.5	.	18.8	2.8	1.7	i	17.1	4.2
Cn1c(N)c(C(=O)COC(=O)C2CCN(S(=O)(=O)c3cccs3)CC2)c(=O)n(C)c1=O	0.1	-1.5	i	-4.1	0.7	-4.5	i	-0.5	1.1
COc1ccc(NC(=O)CCNC(=O)c2ccc([N+](=O)[O-])cc2)cc1S(=O)(=O)N1CCOCC1	2.8	1.2	i	-7.9	-0.9	10.2	i	3.8	-39.1
O=C(NC1CCCC1)C(c1ccco1)N1CCN(c2c(Cl)cncc2Cl)CC1 (stereo unspecified)	.	.	i	8.4	-2.4	-2.7	.	.	.
CCOc1cccc2cc(-c3nnc(NCc4ccc5c(c4)OCO5)s3)c(=O)oc12	-0.1	28.5	i	3.1	45.6*	-13.3	i	-7.2	-11.5
O=C(c1ccc2c(c1)OCO2)N1CCN(C(=O)c2ccco2)CC1	-0.1	-4.6	i	4.8	-1.5	-0.7	i	-8.0	-6.2
CCOC(=O)C1CCCN(CC(=O)Nc2c(C(=O)OC)[nH]c3ccccc23)C1 (stereo unspecified)	0.9	-3.5	i	-4.2	1.7	-0.8	i	-1.9	-18.4
CSc1ncccc1C(=O)Nc1ccc(OC(F)(F)F)cc1	4.7	-5.2	i	8.8	-7.2	2.5	i	8.3	-0.6
O=C1c2ccccc2C(=O)c2c1ccc1c(=O)n(-c3ccccc3)[nH]c21	-1.3	8.2	i	-1.4	-4.4	18.8	i	-12.2	2.9
O=C(NNC(=O)c1ccccc1)C(=O)N1CCCCC1	3.0	-6.7	i	-10.7	0.5	-0.4	i	-6.2	-9.8
Cc1nn(-c2ccccc2)c(N2CCCC2)c1/C=C1\N=C(c2ccccc2)OC1=O	1.0	0.7	i	-1.3	8.1	-1.5	i	-10.7	-77.3
O=C(CCl)NNc1nc(-c2ccccc2)c2cc(Cl)ccc2n1	0.5	4.9	i	5.0	3.7	3.3	i	5.0	-17.7
CC(=O)c1c(C(C)=O)c(C)n(-c2nc(-c3ccccc3)c(C)s2)c1C	-2.0	-2.9	i	10.6	1.5	-2.0	i	-1.7	-13.4
CCC(CC)C(=O)Nc1ccc(C)cc1O	-0.9	-0.4	i	5.7	-2.0	-0.6	i	-1.8	3.0
O=C(CSc1nnnn1C1CC1)N1CCN(c2cccc(Cl)c2)CC1	-1.7	-4.1	i	-12.8	-2.3	-2.0	i	10.9	2.0
COc1cc(C(=O)NCc2nnc(SCC(=O)N3CCCC3)o2)cc(OC)c1OC	-0.2	-3.6	i	12.4	1.8	6.7	i	-5.2	-14.7
COc1ccc(S(=O)(=O)N2CCN(C(=O)/C=C/c3ccco3)CC2)cc1	-1.4	12.2	i	4.8	5.2	-5.9	i	-2.1	6.7
CCOc1ccc2oc(C(=O)OCC(=O)NC3CCCCC3)c(C)c2c1	-0.5	-7.0	i	-8.7	2.4	0.8	i	0.8	-1.2
NS(=O)(=O)c1ccc(NC(=O)c2ccc3c(c2)CCN3S(=O)(=O)c2ccccc2)cc1	3.6	4.3	i	-12.9	-2.5	1.1	i	3.8	-4.9
CN1CCN(C(=O)/C=C/c2cccc(Cl)c2)CC1	0.0	-0.6	i	4.5	-2.5	-0.3	i	-3.1	-10.1
Cc1ccc(S(=O)(=O)N2CCCCC2)cc1NC(=O)c1ccc(Br)o1	1.1	-8.9	i	-6.3	-6.2	-2.2	i	4.5	3.9
O=P(O)(c1ccc(Cl)cc1)c1ccc(Cl)cc1	0.9	-8.0	i	-2.4	2.9	5.6	i	-8.1	-2.1
CCOC(=O)Nc1ccc2c(COC(=O)CNS(=O)(=O)c3ccc(NC(C)=O)cc3)cc(=O)oc2c1	-3.8	7.5	i	14.6	0.4	3.8	i	8.2	-22.9
COC(=O)[C@H]1[C@H](CCc2ccccc2)NC(=O)N(Cc2ccccc2)[C@@H]1C	0.9	0.8	i	-14.9	0.0	.	i	0.4	-2.0
N/C(=N\OC(=O)CN1C(=O)c2ccccc2C1=O)c1ccc(Cl)cc1	2.5	-6.1	i	-2.6	2.0	1.0	i	6.2	15.4
CCn1c(=O)n(CC)c2cc(S(=O)(=O)Nc3cc(C)cc(C)c3C#N)ccc21	-2.0	-1.4	i	-6.1	-1.7	-5.4	i	-9.3	4.0
O=C(N/N=C/c1ccc(O)cc1)c1cccc(N/N=C/c2ccc(O)cc2)c1	-2.0	15.3	i	-24.0	4.5	2.1	i	0.6	4.6
COc1ccc(S(=O)(=O)N(C(=O)c2ccco2)c2cc3sc(=O)oc3c3ccccc23)cc1	7.4	12.8	i	-4.3	-10.9	4.3	i	89.8*	3.6
CC(C)Oc1ccc(CNC(=O)C2CCN(C(=O)N3CCOc4ccccc43)CC2)cc1	0.1	-9.6	i	-2.4	-5.8	-0.6	i	-9.1	-5.7
O=C(CCC(=O)N(CC(=O)NC1CCCCC1)c1ccc(F)cc1)Nc1nccs1	-3.5	-0.2	i	13.6	-0.9	-1.1	i	-1.2	6.9
COc1ccc(C)c2sc(N(CCCN(C)C)C(=O)c3ccc(S(=O)(=O)N4CCc5ccccc5C4)cc3)nc12	-0.7	10.0	i	10.6	1.4	-0.4	i	17.7	0.2
CCOC(=O)C1=C(C)Nc2nc(=S)[nH]n2C1c1ccc(Cl)cc1 (stereo unspecified)	-2.5	5.9	i	-3.9	-3.8	-8.9	i	-4.8	26.0
COc1cc(C(=O)Nc2nnc(C)s2)c([N+](=O)[O-])cc1OC	1.1	-4.8	i	-5.6	-0.3	3.1	i	-1.7	-6.5
NC(=O)c1cc(C(N)=O)nc(Cl)n1	-1.5	-4.3	i	10.8	0.8	0.9	i	-3.0	-12.0
COc1ccc(-n2c(SCC(N)=O)nnc2-c2ccc(NS(=O)(=O)c3ccc(C)cc3)cc2)cc1	-4.7	6.8	i	14.2	-2.2	-2.2	i	-3.3	-27.0
O=C(C[C@H]1C(=O)N(c2ccccc2)C[C@@H]1Cc1ccccc1)Nc1ccc(Br)cc1	-1.2	-0.6	i	-9.2	1.4	0.7	i	23.2	-0.9
Nc1cc(Cl)ccc1N1CCCC1	-0.7	0.8	i	-0.6	2.6	2.6	i	-8.1	12.1
Cc1ccc(C(C(=O)NC2CCCC2)N(Cc2cccs2)C(=O)c2csnn2)o1 (stereo unspecified)	-2.1	6.4	i	4.9	5.5	4.8	i	-0.8	7.4
CC1CCCC(NC(=S)Nc2ccc(SC(F)F)cc2)C1C (stereo unspecified)	-1.6	-8.1	i	2.9	-8.0	0.8	i	15.9	-35.4
CC1Cc2ccccc2N1C(=O)CN1C(=O)NC(C)(CCc2ccccc2)C1=O (stereo unspecified)	6.1	-3.1	i	15.0	-8.1	-1.6	i	4.7	-1.9
O=C(NC[C@@H]1CCCO1)c1cccc2c1C(=O)c1ccc(Cl)cc1S2(=O)=O	1.5	0.7	i	21.6	-4.5	1.1	i	-10.0	10.1
CC1CCC2C(C1)c1sc(=O)[nH]c1SC2(C)C (stereo unspecified)	-2.4	3.0	i	-9.9	4.6	-1.1	i	10.0	13.4
O=C(CSc1nnc(-c2ccco2)n1CC1CCCO1)c1ccc(F)cc1 (stereo unspecified)	0.2	2.9	i	-6.9	-3.0	-2.9	i	-12.5	13.5

Screening results (PubChem)
